p53 reactivator – re-activators of mutant p53. H1299 p53-A138V BP100-luciferase reporter, luminescence, 24 h. Potency, µM (doses to about 92.2 µM), for inactives: at the highest dose activity change, positive = activation, usual class: activators. 0.063% of 320,000 active; further: potency means the concentration at half of the fitted maximal effect; % of control where 0% means no effect; nearly all actives have a fitted effect of over 45% in size
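p53-null H1299 cells stably carrying temperature-sensitive p53-A138V and a BP100-luciferase reporter were pinned with compounds (4-point, 1:5 series) and held 24 hrs at 37 deg C. Luminescence was read 10 min after detection reagent.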
ELG1 genotoxic – induces genotoxicity in HEK293T cells with luciferase-tagged ELG1; HEK293T ELG1-luciferase reporter, luminescence, 16 h; Potency, µM (doses to about 46 µM), inactives show top-dose activity change, positive = activation, usual class: activators; 1.3% of 330,000 active; further: potency means the concentration at half of the fitted maximal effect; % of control where 0% means no effect; nearly all actives have a fitted effect of over 60% in size
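Step 1: seed 2,000 HEK293T ELG1-luciferase cells per well. Step 2: add compound or DMSO, incubate 16 hr at 37 °C. Step 3: ONE-Glo, 30 min at room temperature, read luminescence.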
Tb PFK inh – inhibitors of T. brucei phosphofructokinase. O15648. T. brucei PFK, ADP-Glo luminescence. Potency, µM (series often up to 57.5 µM), for the others: at the top dose activity, negative = inhibition, most hits filed as inhibitors. 0.17% of 330,000 active;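 further: potency means the concentration at half of the fitted maximal effect; 0% = uninhibited 1x PFK enzyme wells and -100% = no-enzyme wells; nearly all actives have a fitted effect of over 60% in size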
Target sequence (O15648 whole entry, looked up): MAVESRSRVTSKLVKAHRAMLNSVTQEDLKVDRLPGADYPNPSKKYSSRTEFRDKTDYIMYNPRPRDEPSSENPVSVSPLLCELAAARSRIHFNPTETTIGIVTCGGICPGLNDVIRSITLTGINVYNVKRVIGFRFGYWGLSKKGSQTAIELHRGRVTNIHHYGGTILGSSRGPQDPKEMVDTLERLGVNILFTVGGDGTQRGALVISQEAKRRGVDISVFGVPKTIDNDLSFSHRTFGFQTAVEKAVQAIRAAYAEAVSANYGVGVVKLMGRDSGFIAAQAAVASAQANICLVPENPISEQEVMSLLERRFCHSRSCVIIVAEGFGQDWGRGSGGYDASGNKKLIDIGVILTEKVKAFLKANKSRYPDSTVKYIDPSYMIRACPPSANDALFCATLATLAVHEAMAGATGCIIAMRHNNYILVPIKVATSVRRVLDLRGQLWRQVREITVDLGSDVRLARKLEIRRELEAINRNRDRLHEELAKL
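Compounds were pin-transferred as a titration series up to 57 uM into substrate buffer (0.5 mM F6P, 0.1 mM ATP, pH 8.0), then 1.25 nM PFK was added and reactions ran 45 min before ADP-Glo detection.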
BRCA1 expr up – increases BRCA1 expression | MCF7-BRCA1-FFLuc reporter, luminescence, 48 h; response scale: scaled: vehicle 0%, 10 µM genistein 100% | Potency, µM (titrated, usually from 46.1 µM), for inactives: at the top dose activation, most hits filed as activators | 1.1% of 380,000 active | AID 624202; further: potency means the concentration at half of the fitted maximal effect; nearly all actives have a fitted effect of over 80% in size; some results filed as inactive show a strong effect at the top dose
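Activators of BRCA1 expression were detected as increased firefly luciferase luminescence in engineered MCF7 cells after 48 h compound incubation. Signals were scaled to genistein 10 microM as full activation.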
Rab9 prom act – Rab9 promoter activation. Huh7 Rab9 promoter-luciferase reporter, luminescence, 24 h. Potency, µM (top dose mostly 9.22 µM), for the others: top-dose activation, negative = inhibition, hits mostly activators. 2.8% of 320,000 active. AID 485297; further: potency means the concentration at half of the fitted maximal effect; % of control where 0% means no effect; nearly all actives have a fitted effect of over 60% in size
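Cells were plated at 1500 per well in reduced-serum medium with 10% FBS and left 2 h. Compound in DMSO was then added for 24 h at 37 °C. Reporter signal was read by luminescence after 10 min with luciferase detection reagent.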
TRPV1 agonist – agonists of human vanilloid receptor 1 (TRPV1) | Q8NER1 | TRPV1-expressing cells, Fluo-8 calcium influx, agonist mode | activation, % at 8.33 µM | 0.19% of 320,000 active | AID 540275; in the data active means activation above about 80%; inconclusive means between about 30% and that limit; further: 0% is about no effect
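Fluo-8 calcium influx in TRPV1-expressing cells, kinetic read (ex 480/em 520 nm). Compound added and read 3 min for agonist activity, followed by capsaicin at EC20 final and 2 min further read for enhancement.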
NPC1 promoter act – activates the NPC1 promoter | Huh7 NPC1 promoter luciferase reporter, 24 h | Potency, µM (highest dose often 9.22 µM), inactives show at the highest dose activation, usual class: activators | 2.4% of 320,000 active | AID 485313;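 further: potency means the concentration at half of the fitted maximal effect; % of control where 0% means no effect; nearly all actives have a fitted effect of over 60% in size; reporter is driven by a mutant NPC1 promoter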
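Huh7 cells stably carrying NPC1 promoter–luciferase, plated in Opti-MEM with 10% FBS for 2 h, were exposed to compound in DMSO for 24 h at 37 °C; luciferase reagent was added for 10 min and luminescence read.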
ELG1 DNA repair – inhibitors of ELG1-dependent DNA repair in HEK293T cells; HEK293T ELG1-luciferase reporter, luminescence, 16 h; DNA damage induced by 5-fluorouridine; 2.3% of 330,000 active; Potency, µM (series often up to 46.1 µM), inactives show top-dose activity change, negative = inhibition, hits mostly inhibitors; AID 504467; further: potency means the concentration at half of the fitted maximal effect; on the % scale 0 is the no-effect control and ±100 the full control effect; nearly all actives have a fitted effect of over 55% in size
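Quantitative HTS, concentration-response format. 2,000 cells/well co-treated with 5-fluorouridine and compound, 16 hr in 5% CO2 at 37 °C; ONE-Glo luminescence read after 30 min.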
VP16 counter – inhibits Gal4-VP16 luciferase reporter, ROR gamma counter-screen | 3.5% of 310,000 active | AID 2546 | Drosophila S2 Gal4-VP16 UAS-luciferase, luminescence, 20 h | Potency, µM (doses to about 53.6 µM), without a hit: top-dose activity, negative = inhibition, most hits filed as inhibitors;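 further: Gal4-VP16 expression switched on by copper sulfate through the metallothionein promoter; potency means the concentration at half of the fitted maximal effect; on the % scale 0 is the no-effect control and ±100 the full control effect; nearly all actives have a fitted effect of over 50% in size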
RORgamma inh – inhibitors of mouse ROR gamma transcriptional activity; P51450; Drosophila S2 Gal4-RORgamma UAS-luciferase reporter, 20 h; Potency, µM (titrated, usually from 53.6 µM), without a hit: at the top dose activity change, negative = inhibition, most hits filed as inhibitors; 5.4% of 310,000 active; further: potency means the concentration at half of the fitted maximal effect; on the % scale 0 is the no-effect control and ±100 the full control effect; nearly all actives have a fitted effect of over 60% in size
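Stably transfected Drosophila Schneider cells are the test system, with ROR gamma fused to Gal4 and luciferase under UAS control; luminescence is read after 20 hr of 700 uM copper sulfate induction at ambient temperature.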
FLuc modulator – inhibits or activates purified firefly luciferase, miR-21 counter-screen; purified FLuc, Km substrates, luminescence inhibition; AID 588342; 6.9% of 360,000 active; Potency, µM (doses to about 57.5 µM), for the others: at the top dose activity change, negative = inhibition, usual class: inhibitors;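 further: potency means the concentration at half of the fitted maximal effect; plate controls were vehicle for no effect and reference inhibitor for full effect; nearly all actives have a fitted effect of over 55% in size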
Target sequence (P08659 whole entry, looked up): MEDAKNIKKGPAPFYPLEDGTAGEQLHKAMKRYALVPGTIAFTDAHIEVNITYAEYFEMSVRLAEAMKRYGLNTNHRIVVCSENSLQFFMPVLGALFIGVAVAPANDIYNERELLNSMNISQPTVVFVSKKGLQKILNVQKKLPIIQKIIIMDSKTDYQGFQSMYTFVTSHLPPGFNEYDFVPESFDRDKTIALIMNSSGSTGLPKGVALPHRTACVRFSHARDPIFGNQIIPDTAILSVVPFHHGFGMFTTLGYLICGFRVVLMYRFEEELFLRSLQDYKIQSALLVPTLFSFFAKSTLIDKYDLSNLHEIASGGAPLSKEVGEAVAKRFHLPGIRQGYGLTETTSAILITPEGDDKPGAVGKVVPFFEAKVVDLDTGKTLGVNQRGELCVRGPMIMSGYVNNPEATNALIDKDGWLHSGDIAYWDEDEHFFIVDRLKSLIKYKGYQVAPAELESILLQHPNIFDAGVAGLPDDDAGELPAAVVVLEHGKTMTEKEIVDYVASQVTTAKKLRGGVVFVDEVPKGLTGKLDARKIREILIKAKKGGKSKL
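Biochemical qHTS of compounds, final roughly 60 µM downward over six points, against 10 nM purified firefly luciferase using Km concentrations of substrates (10 uM D-luciferin, 10 uM ATP) in Tris acetate pH 7.5 buffer; luminescence output.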
Starred values were filed as active, the others as inactive; [ ] = another dose, or the depositor's remark. Unless noted, the call rests on the fitted dose curve; in most records, active means well fitted curve in the direction sought with a large enough effect; inconclusive means small, poorly fitted or top-dose-only effect, or another doubt; inactive means no such curve, though single readings can be large; an effect the other way counts as inactive or inconclusive. Hits appear at their usual frequency (roughly 15% active in at least one column).

For COC(=O)CSc1n[nH]c(-c2ccncc2)n1 the results were p53 reactivator 8.6%, ELG1 genotoxic -3.5%, Tb PFK inh -9.8%, BRCA1 expr up -2.9%, Rab9 prom act -5.0%, TRPV1 agonist 1.3, NPC1 promoter act 0.0%, ELG1 DNA repair 11.5%, RORgamma inh -5.7%[0.365 µM] and FLuc modulator 1.1%.
For O=C(COC(=O)c1ncc(Cl)c(Cl)c1Cl)NC1CCS(=O)(=O)C1 (centres undefined) the results were p53 reactivator 7.6%, ELG1 genotoxic -11.7%, Tb PFK inh -9.8%, BRCA1 expr up -7.0%, Rab9 prom act 4.2%, TRPV1 agonist 0.5, NPC1 promoter act -1.3%, ELG1 DNA repair 17.4% and FLuc modulator -2.2%.
Screening COc1ccc(S(=O)(=O)N2CCN(C(=O)c3cc(-c4ccc(C)cc4)n[nH]3)CC2)cc1 returned ELG1 genotoxic -4.5%, Tb PFK inh 2.2%, BRCA1 expr up 0.0%, Rab9 prom act 5.1%, TRPV1 agonist 19.8, NPC1 promoter act -3.2%, ELG1 DNA repair 5.6%, VP16 counter -1.6%, RORgamma inh inconclusive and FLuc modulator inconclusive.
Cc1nnc(NC(=O)CSc2nc3[nH]ncc3c(=O)[nH]2)s1 was read as p53 reactivator -3.2%, ELG1 genotoxic -5.2%, Tb PFK inh -1.2%, BRCA1 expr up -19.9%, Rab9 prom act -3.2%, TRPV1 agonist -0.2, NPC1 promoter act 3.9%, ELG1 DNA repair 20.8%, VP16 counter -7.5%, RORgamma inh -20.2% and FLuc modulator 1.3%.
`Cc1ccccc1NCN1C(=O)C2CCC(C)(C1=O)C2(C)C` (centres undefined) gave p53 reactivator 4.3%, ELG1 genotoxic 1.2%, Tb PFK inh 4.6%, BRCA1 expr up -12.1%, Rab9 prom act 0.1%, TRPV1 agonist 13.6, NPC1 promoter act 1.2%, ELG1 DNA repair 23.4%, VP16 counter -1.1%, RORgamma inh 1.7% and FLuc modulator -3.2%.
Screening O=C(NCc1ccncc1)Nc1cccc([N+](=O)[O-])c1 returned p53 reactivator -0.2%, ELG1 genotoxic -1.2%, Tb PFK inh -4.9%, BRCA1 expr up -0.4%, Rab9 prom act -1.5%, TRPV1 agonist 15.7, NPC1 promoter act 0.1%, ELG1 DNA repair 2.4%, VP16 counter -19.3%, RORgamma inh 2.7% and FLuc modulator -2.7%.
For O=C(CCn1cccc1)NC1CCCc2ccccc21 (centres undefined) the results were p53 reactivator -10.8%, ELG1 genotoxic 0.7%, Tb PFK inh 1.4%, BRCA1 expr up 0.0%, Rab9 prom act 0.0%, TRPV1 agonist -1.7, NPC1 promoter act 1.3%, ELG1 DNA repair -2.2%, VP16 counter -0.5%, RORgamma inh -10.4% and FLuc modulator 1.6%.
For CCOC(=O)CNc1c(-c2ccc(Cl)cc2)nc2cnccn12 the results were p53 reactivator -3.6%, ELG1 genotoxic 0.0%, Tb PFK inh -3.6%, BRCA1 expr up 17.9%, Rab9 prom act 1.3%, TRPV1 agonist 5.1, NPC1 promoter act -1.2%, ELG1 DNA repair 5.6%, VP16 counter 7.6%, RORgamma inh 26.9% and FLuc modulator -13.9%.
CC(=O)Nc1nnc(-c2c(-c3c(Cl)cccc3Cl)noc2C)o1 was read as p53 reactivator -1.2%, ELG1 genotoxic -2.7%, Tb PFK inh 0.1%, BRCA1 expr up -12.1%, Rab9 prom act 0.8%, NPC1 promoter act -2.9%, ELG1 DNA repair 4.6%, VP16 counter inconclusive, RORgamma inh 10µM* and FLuc modulator -1.9%.
Cc1cc(C(=O)N2CCCC(C(=O)c3cc(F)ccc3F)C2)c(C)o1 (centres undefined) was read as p53 reactivator -0.6%, ELG1 genotoxic -0.3%, Tb PFK inh 7.1%, BRCA1 expr up 8.0%, Rab9 prom act -4.1%, TRPV1 agonist 20.6, NPC1 promoter act -1.3%, ELG1 DNA repair 4.3%, VP16 counter -2.1%, RORgamma inh -25.8% and FLuc modulator -2.3%.
`CN(C)C(CNC(=O)CSc1nc2ccccc2c(=O)n1Cc1ccco1)c1ccccc1` (centres undefined) gave p53 reactivator -7.2%, ELG1 genotoxic 5.7%, Tb PFK inh -12.1%, BRCA1 expr up -11.4%, Rab9 prom act -3.6%, TRPV1 agonist 16.3, NPC1 promoter act -0.6%, ELG1 DNA repair 23.8% and FLuc modulator 1.4%.
`O=C(Cn1ncc2ccccc21)N1CCc2ccccc21` gave p53 reactivator -5.8%, ELG1 genotoxic 0.1%, Tb PFK inh -5.4%, BRCA1 expr up 17.7%, Rab9 prom act -0.8%, TRPV1 agonist -2.7, NPC1 promoter act -0.8%, ELG1 DNA repair 2.1%, VP16 counter 2.2%, RORgamma inh -19.3% and FLuc modulator 4.2%.
`CCOC(=O)N1CCN(CCC(=O)Nc2ccc(F)c(F)c2)CC1` gave ELG1 genotoxic -9.3%, Tb PFK inh 2.2%, BRCA1 expr up -1.8%, Rab9 prom act -5.5%, TRPV1 agonist 1.7, NPC1 promoter act -0.2%, ELG1 DNA repair -2.3%, VP16 counter -7.6%, RORgamma inh -17.6% and FLuc modulator 0.5%.
`Cc1ccc(/C=C/C(=O)N2CCCC(C(N)=O)C2)o1` (centres undefined) gave p53 reactivator 2.6%, ELG1 genotoxic 0.0%, Tb PFK inh -13.2%, BRCA1 expr up 7.1%, Rab9 prom act 0.9%, TRPV1 agonist -4.0, NPC1 promoter act 2.0%, ELG1 DNA repair 6.8%, VP16 counter -0.2%, RORgamma inh 7.6% and FLuc modulator 6.0%.
`CC(C)(C)c1ccc(C(=O)NNC(=S)NCC2CCCO2)cc1` (centres undefined) gave p53 reactivator 6.1%, ELG1 genotoxic 0.5%, Tb PFK inh -4.1%, BRCA1 expr up -10.2%, Rab9 prom act -0.4%, TRPV1 agonist 22.3, NPC1 promoter act -1.4%, ELG1 DNA repair 11.3%, VP16 counter inconclusive, RORgamma inh 3.98µM* and FLuc modulator -12.3%.
For C/C=C/Cn1cccc(C(=O)Nc2ccc(OC)cc2)c1=O the results were p53 reactivator 10.3%, ELG1 genotoxic 7.8%, Tb PFK inh -9.2%, BRCA1 expr up 61.4%, Rab9 prom act inconclusive, TRPV1 agonist inconclusive, NPC1 promoter act inconclusive, ELG1 DNA repair -1.0%, VP16 counter 5.0%, RORgamma inh 13.9% and FLuc modulator 23.9µM*.
Screening Cc1ccccc1OCC(=O)N(CC(C)C)c1c(N)n(CC(C)C)c(=O)[nH]c1=O returned p53 reactivator 1.7%, ELG1 genotoxic -0.4%, Tb PFK inh 2.5%, BRCA1 expr up -10.0%, Rab9 prom act -3.1%, NPC1 promoter act -4.5%, ELG1 DNA repair 6.8%, VP16 counter -6.4%, RORgamma inh 14.5% and FLuc modulator -1.5%.
`Cc1ccc(C)c(NC(=O)c2cc[n+](C)cc2)c1` gave p53 reactivator 15.3%, ELG1 genotoxic -1.6%, Tb PFK inh 2.6%, BRCA1 expr up 16.9%, Rab9 prom act -3.8%, TRPV1 agonist 1.2, NPC1 promoter act -5.7%, ELG1 DNA repair -8.2%, VP16 counter -1.3%, RORgamma inh -15.0% and FLuc modulator 2.9%.
For CC(Sc1nnc(COc2ccccc2)n1-c1ccccc1)C(=O)O (centres undefined) the results were p53 reactivator 5.4%, ELG1 genotoxic 0.0%, Tb PFK inh 1.1%, BRCA1 expr up 6.2%, Rab9 prom act 0.9%, TRPV1 agonist -1.6, NPC1 promoter act -3.3%, ELG1 DNA repair -15.1%, VP16 counter -1.1%, RORgamma inh -6.7% and FLuc modulator 1.3%.
COc1ccccc1N1CCN(C(=O)c2ccc(NC(C)=O)cc2)CC1 was read as p53 reactivator -1.5%, ELG1 genotoxic -1.5%, Tb PFK inh -0.3%, BRCA1 expr up 11.5%, Rab9 prom act -0.2%, TRPV1 agonist -2.7, NPC1 promoter act -2.9%, ELG1 DNA repair -1.1%, VP16 counter -0.7%, RORgamma inh 0.0% and FLuc modulator 4.2%.
Screening COc1cc(NC(=O)C2CC(c3cccc(Br)c3)=NO2)cc(OC)c1OC (centres undefined) returned Tb PFK inh 5.9%, BRCA1 expr up -41.5%, Rab9 prom act -1.2%, TRPV1 agonist 2.9, NPC1 promoter act -1.2%, VP16 counter 26.8%, RORgamma inh inconclusive and FLuc modulator 2.0%.
CS(=O)(=O)N1CCN(c2cccc(Cl)n2)CC1 was read as p53 reactivator -6.4%, ELG1 genotoxic 0.4%, Tb PFK inh -4.5%, BRCA1 expr up -0.7%, Rab9 prom act -4.5%, TRPV1 agonist 0.5, NPC1 promoter act 2.5%, ELG1 DNA repair -3.5%, VP16 counter 1.6%, RORgamma inh 1.5% and FLuc modulator -0.2%.
`COc1cccc(CN(C)C(=O)c2cc(COc3ccc(-n4cncn4)cc3)on2)c1` gave p53 reactivator -10.6%, ELG1 genotoxic -5.1%, Tb PFK inh 0.9%, BRCA1 expr up -32.9%, Rab9 prom act -2.0%, TRPV1 agonist inconclusive, NPC1 promoter act -2.2%, ELG1 DNA repair inconclusive, VP16 counter -4.7%, RORgamma inh inconclusive and FLuc modulator 2.5%.

From PubChem BioAssay
